Rat MKP-3 inhibitors: MKP-3 phosphatase inhibitors, primary screen, biochemical, rat enzyme, in vitro (AID 425). one-dose inhibition, % at 20 µM; IC50 in µM for titrated hits. 0.17% of 110,000 active. recombinant MKP-3 phosphatase activity, fluorescence; higher % means a stronger effect; in the data active means inhibition above about 50%;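 further: plate controls were vehicle for no effect and reference inhibitor for full effect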
Hsp70 displacement: Hsp70 inhibitors, probe displacement, primary screen, biochemical, fluorescence polarization (AID 583). Hsp70 fluorescence polarization probe displacement, mP; higher % means a stronger effect. displacement, % at 20 µM, or IC50 in µM where a hit was titrated. 0.06% of 140,000 active; in the data active means displacement above about 50%;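 further: plate controls were vehicle for no effect and reference ligand for full effect; a part of the inactive calls stands beside numbers as strong as those of hits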
Starred values were filed as active, the others as inactive; . = no result given; & = joins results of further samples. The list is partial, so the mix of outcomes need not match the whole.

Rat MKP-3 inhibitors | Hsp70 displacement | canonical_smiles
1% | -2.8% | O=C(N/N=C/c1ccccn1)/C(=C\c1ccc2c(c1)OCO2)NC(=O)c1ccccc1
-2% | 2.3% | Cn1c(C(=O)N2CCCC(C(=O)NCCCc3ccccc3)C2)cc2sccc21 (stereo not drawn)
-3% | 8.5% | CCC(=O)Nc1nc2cc(OC)ccc2s1
1% | 0.2% | CC(=O)NC(CCS(C)(=O)=O)C(=O)Nc1cccc(C)c1C (stereo not drawn)
-3% | -3.5% | C(=N\n1cnnc1)/c1ccc2ncccc2c1
2% | -0.9% | O=C(Nc1ccccc1)C1CC(=O)N(c2cccc([N+](=O)[O-])c2)C1 (stereo not drawn)
5% | -0.5% | O=C(Nc1ccc2c(c1)OCO2)c1c(Cl)nc2sccn12
-10% | 2.2% | COc1ccccc1C(=O)Nc1ccc(C(=O)O)cc1
1% | 1.5% | CCOC(=O)c1c(NC(=O)c2cccc(F)c2)sc(C(=O)Nc2ccccc2OCC)c1C
-10% | 3.8% | Cc1cccc(C)c1NC(=O)CS(=O)CC(=O)NC1CCCc2ccccc21 (stereo not drawn)
-7% | 1.2% | Cc1cnc(C(=O)Nc2cccc3cccnc23)cn1
7% | -0.4% | CC(=O)N(C1=C(Nc2ccccc2)C(=O)c2ccccc2C1=O)c1ccccc1
0% | 2.4% | Cc1sc(NC(=O)Nc2ccccc2)nc1C12CC3CC(CC(C3)C1)C2
-10% | -1.2% | CC(NC(=O)Cn1cc2c(n1)CCCCC2)c1ccccc1 (stereo not drawn)
6% | 18% | C=CCc1cccc2cc(C(=O)NCc3ccccc3)c(=O)oc12
0% | 1.0% | COc1ccc(-c2cc(C(=O)NC3CCCC3)no2)cc1OC
. | -0.6% | COc1cc2c(C(=O)N3CCN(c4cccc(Cl)c4)CC3)cn(CC(C)C)c(=O)c2cc1OC
0% | 0.1% | CCn1c2ccccc2c2cc(CNC3CCCCC3)ccc21
0% | -0.5% | CCc1ccccc1NC(=O)CN1C(=O)C2CCCN2c2ncc(Cl)cc21 (stereo not drawn)
. | 3.8% | Fc1ccc2[nH]c3c(NCCN4CCOCC4)ncnc3c2c1
-8% | 3.9% | CCc1nnc(NC(=O)c2c(O)c3c([nH]c2=O)CCCC3)s1
0% | 3.8% | CCN(CC)S(=O)(=O)c1cc(C(N)=O)ccc1C
4% | -3.6% | COc1ccc(CN2CCN(C(=O)c3ccco3)CC2)cc1Br
-3% | 3.8% | O=C1CC(C(=O)N(c2cccc(F)c2)C(C(=O)NC2CCCC2)c2ccccn2)CS1 (stereo not drawn)
-3% | 0.4% | CCCC1C(c2ccc(OC)cc2)C(C#N)(C#N)C2(C#N)CC1(N)NC2=O (stereo not drawn)
1% | 2.3% | CCOC(=O)Cc1csc(NC(=O)c2cccc(OC)c2)n1
-4% | -5.2% | COc1cccc(OC)c1Oc1ccc(C(F)(F)F)cn1
6% | 2.8% | Cc1ccc(S(=O)(=O)N2CCN(C(=O)CSc3nc4ccccc4o3)C2)cc1
-1% | -2.5% | CCOCCOC(=O)C1=C(C)N(C)C(=O)NC1c1ccccc1F (stereo not drawn)
-6% | -7.4% | C=CCn1c(COc2ccc(CC)cc2)nnc1SC/C(O)=C(\C#N)c1nc2ccccc2[nH]1

Laid out differently: results already given.
Fields: Rat MKP-3 inhibitors, Hsp70 displacement
> CCc1ccccc1NC(=O)CN1C(=O)C2CCCN2c2ncc(Cl)cc21 (stereo not drawn)
 : 0%, -0.5%
> COc1ccccc1C(=O)Nc1ccc(C(=O)O)cc1
 : -10%, 2.2%
> C=CCn1c(COc2ccc(CC)cc2)nnc1SC/C(O)=C(\C#N)c1nc2ccccc2[nH]1
 : -6%, -7.4%
> CC(=O)N(C1=C(Nc2ccccc2)C(=O)c2ccccc2C1=O)c1ccccc1
 : 7%, -0.4%
> O=C(Nc1ccc2c(c1)OCO2)c1c(Cl)nc2sccn12
 : 5%, -0.5%
> CCOC(=O)Cc1csc(NC(=O)c2cccc(OC)c2)n1
 : 1%, 2.3%

Following part
Rat MKP-3 inhibitors | Hsp70 displacement | canonical_smiles
-3% | 0.0% | Cc1cc(C)nc(SC(C)C(=O)Nc2ccc(S(N)(=O)=O)cc2)n1 (stereo not drawn)
0% | -2.4% | CCCCCc1nnc(NC(=O)COc2ccccc2)s1
1% | -1.5% | C/C(=C/C(=O)NCc1ccccc1)C(=O)O
-6% | 0.4% | Cc1cc(=O)oc2cc(OCC(=O)NCc3cccnc3)ccc12
. | -41% | CCOc1cc(/C=C\c2[nH]c(=O)[nH]c(=O)c2[N+](=O)[O-])ccc1OC(C)CC (stereo not drawn)
4% | 4.1% | CSc1ccc(CN2CCN(S(=O)(=O)c3ccc(C)cc3)CC2)cc1
-6% | 1.1% | CC1CCN(CCCNC(=O)c2ccc(CS(=O)(=O)Cc3ccccc3F)o2)CC1
. | -4.4% | COc1ccc(C)cc1S(=O)(=O)N(C)CC(=O)N1CCC(C)CC1
1% | 1.0% | COC(=O)c1ccc(NS(=O)(=O)c2ccc(SC)cc2)cc1
3% | 0.2% | Cc1ccc(NC2c3ncccc3C(=O)N2c2ccccc2C)cc1C (stereo not drawn)
-2% | 3.8% | O=C(NCC1CCCO1)c1coc2nc3ccccc3nc12 (stereo not drawn)
. | 3.6% | O=C1C=C(c2ccccc2)C[C@H](c2cccs2)[C@H]1n1cnc([N+](=O)[O-])c1
-3% | 1.0% | O=C(CCN1C(=O)c2ccccc2C1=O)NCc1ccccn1
. | -5.5% | CC(=O)Nc1ccc(-c2nnc(SCC(=O)Nc3ccc4c(c3)oc3ccccc34)n2C)cc1
3% | -1.6% | CN1C(=O)NC(=O)/C(=C/c2cccn2-c2cccc([N+](=O)[O-])c2)C1=O
. | -0.3% | COc1ccccc1C(=O)Nc1ccc(N2CCN(Cc3ccccc3)CC2)cc1
. | -4.2% | CC1c2[nH]c3ccccc3c2CCN1S(C)(=O)=O (stereo not drawn)
-3% | -0.2% | CCOc1ccccc1N(CC(=O)Nc1ccc2c(c1)OCO2)S(C)(=O)=O
7% | 5.9% | CCOC(=O)c1oc2nc(C(C)C)c3c(c2c1N)CCC3
-10% | 0.5% | C/C(=C\C(=O)Nc1nccs1)c1ccccc1
-1% | -0.2% | N#C/C(=C\c1cccc(F)c1)c1nc(-c2ccc([N+](=O)[O-])cc2)cs1
-2% | 2.7% | Cc1nc2nc(-c3ccccc3)cc(=O)n2[nH]1
3% | 1.2% | COc1cccc(C2C(C(=O)c3sc(C)nc3C)=C(O)C(=O)N2CCN2CCOCC2)c1 (stereo not drawn)
-8% | 2.9% | CC(NC(=O)C1C2C=CC(C2)C1C(=O)O)c1ccccc1 (stereo not drawn)
. | -0.5% | COC(=O)[C@H](CC(C)C)NC(=O)NC1CCCCC1C (stereo partly drawn)
. | 2.4% | CSCC[C@H](NC(=O)CCNC(C)=O)c1nc2ccccc2[nH]1
-1% | 4.2% | Cc1ccc(NC(=O)c2ccc3c(c2)OCO3)cc1[N+](=O)[O-]
2% | -0.2% | Cc1cc(=O)oc2c(CN3CCN(CCO)CC3)c(O)ccc12
-2% | 5.3% | O=C(ON=C1c2ccccc2-c2ccccc21)c1ccc(Cl)cc1Cl
-1% | 0.6% | COC(=O)c1ccc(OC(=O)C2CC(=O)N(c3cccc(C)c3)C2)cc1 (stereo not drawn)
-4% | 7.2% | COC(=O)C1(C)NC(c2ccco2)C2C(=O)N(c3ccc(C)cc3)C(=O)C21 (stereo not drawn)
8% | 2.8% | Cc1onc(-c2ccccc2Cl)c1C(=O)Nc1ccc2ccccc2c1
-7% | 1.1% | Cc1cc(C)nc(Nc2ccc(N3CCOCC3)cc2)n1
. | -2.8% | O=C(Nc1ccc(N2CCCCC2)cc1)c1ccc2c(c1)OCCO2
4% | 2.7% | Nc1nonc1-n1nnc(C(=O)c2ccccc2)c1-c1ccccc1
0% | -3.5% | O=C(N/N=C/C(Br)=C/c1ccccc1)C(O)c1ccccc1 (stereo not drawn)
3% | 1.0% | O=C(Nc1ccc(Br)cn1)c1ccc(Oc2ccccc2)cc1
1% | -1.1% | COC(=O)C(Cc1ccccc1)NC(=O)CSc1nc(N)cc(=O)[nH]1 (stereo not drawn)
-7% | 32% | Cc1ccc(C)c(Cn2c(CO)nc3ccccc32)c1
-11% | -7.5% | Cn1nnnc1SCC(=O)Nc1ccccc1Cc1ccccc1
. | -1.3% | O=C(CNCC1CCCO1)Nc1ccccc1N1CCCCCC1 (stereo not drawn)
0% | -6.6% | COc1cccc(NC(=O)C2C(c3ccccc3)C2(Cl)Cl)c1 (stereo not drawn)
-6% | 0.1% | COc1ccc(Cn2nnnc2CN2CCOCC2)cc1
4% | -7.8% | O=C(Nc1ccccc1)C1=C(O)CC(c2ccco2)CC1=Nc1ccccc1 (stereo not drawn)
-10% | -3.4% | CCc1nnc(NC(=O)C2CCN(c3nc(C)cc(C)n3)CC2)s1
6% | -1.1% | O=C(NC1CC1)c1c[nH]c2ccc(S(=O)(=O)Nc3cccc(C(F)(F)F)c3)cc2c1=O
-2% | -0.7% | Fc1ccccc1CSc1nnnn1-c1ccccc1F
-2% | 0.2% | COc1ccccc1NC(=O)N1CCN(c2ccccc2F)CC1
-2% | -5.8% | COc1ccccc1NC(=O)c1c(NC(=O)C(Cl)(Cl)Cl)sc2c1CCC2
-1% | -1.5% | CCN(CC)C(=O)CCc1ccccc1
. | 4.7% | CCn1c(Cc2ccccc2)nnc1SCC(=O)Nc1ccc(N)cc1
-6% | 2.5% | Cc1cc(C)c(C)c(OCC(=O)NCc2nc(-c3ccccc3)no2)c1
-4% | 6.3% | Cn1cnnc1SCC(=O)NC(=O)NC1CCCC1
-1% | 7.9% | Cc1cccc(N2C(N)=C(C#N)C(C#N)(C#N)C2c2ccccc2)c1 (stereo not drawn)
1% | -0.8% | CN(C)CCOC(=O)Cc1ccc(Cl)cc1
-1% | 2.1% | Cc1c(NC(=O)Nc2cc(F)c(F)cc2Cl)c(=O)n(-c2ccccc2)n1C
2% | 0.8% | O=C(NCc1ccccn1)c1cnc2sccn2c1=O
3% | -0.7% | CC(C)C1=NN2C(=N)/C(=C/c3ccccc3OCc3ccc(F)cc3)C(=O)N=C2S1
4% | 1.0% | Nc1nnc(CCS(=O)(=O)c2ccc3ccccc3c2)s1
0% | -134% | CCN1C(=O)/C(=C\c2ccc(-c3ccc(C(=O)O)cc3)o2)SC1=S

Next part (four carried over from the part before).
Rat MKP-3 inhibitors | Hsp70 displacement | canonical_smiles
2% | 0.8% | O=C(NCc1ccccn1)c1cnc2sccn2c1=O
3% | -0.7% | CC(C)C1=NN2C(=N)/C(=C/c3ccccc3OCc3ccc(F)cc3)C(=O)N=C2S1
4% | 1.0% | Nc1nnc(CCS(=O)(=O)c2ccc3ccccc3c2)s1
0% | -134% | CCN1C(=O)/C(=C\c2ccc(-c3ccc(C(=O)O)cc3)o2)SC1=S
-1% | 1.9% | Cc1c(Cl)cccc1N1C(=O)CC(Sc2ncn[nH]2)C1=O (stereo not drawn)
-2% | -1.6% | COc1ccc(Br)cc1-c1noc(-c2ccncc2)n1
6% | 0.7% | COc1ccc2c(c1)NC1(O)c3ccccc3C(=O)C21O (stereo not drawn)
4% | 1.6% | C[C@H](NC(=O)OC(C)(C)C)c1nnc(SCC(=O)Nc2ccc(Br)cc2)o1
78%* | 4.6% | CCn1c(/N=C/c2c(O)ccc3ccccc23)nc2ccccc21
. | -3.1% | Cc1c(-c2ccc(F)cc2)nc(N)c(C#N)c1-c1cccs1
-6% | 7.1% | CCOc1ccc(NC(=O)c2ccccc2NC(=O)c2ccccc2)cc1
2% | -1.4%&6.1% | CCN(CC)C(=O)N1c2ccccc2C=Cc2ccccc21
-4% | 3.3% | COc1ccc(CN2CC(C(=O)NCCC3=CCCCC3)CC2=O)cc1 (stereo not drawn)
0% | -1.5% | Cc1ccc(NC(=O)c2ccco2)c(NC(=O)c2cccs2)c1
7% | -1.5% | COc1cccc(/C=C2\SC(=Nc3cccc(Cl)c3Cl)NC2=O)c1
-1% | 9.3% | COC(=O)c1cc(-c2c(C)nn(-c3ccccc3)c2C)n[nH]1
0% | -1.3% | O=C(O)CCC(=O)NNc1ccccc1[N+](=O)[O-]
-2% | -0.1% | CCCC(C)NC(=O)c1ccc(C)c([N+](=O)[O-])c1 (stereo not drawn)
6% | -3.7% | OCc1ccc(-c2cc(C(F)(F)F)cc(C(F)(F)F)c2)o1
. | 2.2% | COC(=O)c1ccc(C(=O)OCCCc2nc3ccc(N)cc3[nH]2)cc1
-4% | -1.1% | CCOC(=O)c1csc(NC(=O)c2ccc(S(=O)(=O)N(C)C)cc2)n1
-1% | -8.4% | CCOc1cccc(-c2nn3c(-c4ccco4)nnc3s2)c1
-1% | -2.7% | CCCSc1nc2c(c(=O)[nH]c(=O)n2C)n1Cc1ccc(C)cc1
-13% | -3.5% | CCOc1ccc(C2N(c3ccc(Cl)cc3)C(=O)C3CCCN32)cc1OC (stereo not drawn)
1% | 2.3% | Cc1ccc(C(=O)CC2(O)C(=O)N(CN3CCOCC3)c3ccccc32)cc1 (stereo not drawn)
0% | -1.0% | Cc1cccc(Cc2cnc(NC(=O)CCCN3C(=O)/C(=C/c4ccccc4)SC3=S)s2)c1
0% | -0.4% | Cc1ccc(OCCSc2nc3ccccc3n2CCO)cc1
-3% | 4.7% | CC(C)N(Cc1cc2ccccc2[nH]c1=O)C(=O)C(C)(C)C
. | 0.7% | Cc1cc(C)c(C)c(Cn2c(CO)nc3ccccc32)c1C

Sorted by molecular weight (lowest first): part of the list above
Rat MKP-3 inhibitors | Hsp70 displacement | canonical_smiles
6% | -3.7% | OCc1ccc(-c2cc(C(F)(F)F)cc(C(F)(F)F)c2)o1
-1% | -2.7% | CCCSc1nc2c(c(=O)[nH]c(=O)n2C)n1Cc1ccc(C)cc1
4% | 1.6% | C[C@H](NC(=O)OC(C)(C)C)c1nnc(SCC(=O)Nc2ccc(Br)cc2)o1

Screening data as filed in PubChem.
